uPA surface inh = qHTS for Inhibitors of Cell Surface uPA Generation | cell surface uPA generation assay, qHTS | 330,000 tested, 0.31% active | Potency, µM (highest dose often 38.3 µM), without a hit: at the top dose activity change, negative = inhibition, actives largely listed as inhibitors; active = well fitted inhibition curve with a large enough effect; inconclusive = small, poorly fitted or top-dose-only effect; inactive = no such curve, though single readings can be large or run the other way; tested in mouse RAW 264.7 cells; note: % is set by controls: 0 for no effect and ±100 for the full control effect; nearly all actives have a fitted effect of over 55% in size
FLuc counter = qHTS profiling assay for firefly luciferase inhibitor/activator using purifed enzyme and Km concentrations of substrates (counterscreen for miR-21 project) | 360,000 tested, 6.9% active | purified FLuc, Km substrates, luminescence inhibition | Luciferin 4-monooxygenase (Photinus pyralis), P08659 | Potency, µM (doses to about 57.5 µM), without a hit: at the highest dose activity change, negative = inhibition, usual class: inhibitors;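 note: plate controls were vehicle for no effect and reference inhibitor for full effect; nearly all actives have a fitted effect of over 55% in size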
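Biochemical qHTS of compounds, final roughly 60 µM downward over six points, against 10 nM purified firefly luciferase using Km concentrations of substrates (10 uM D-luciferin, 10 uM ATP) in Tris acetate pH 7.5 buffer; luminescence output.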
MBNL1 CUG block = qHTS Assay for Inhibitors of MBNL1-poly(CUG) RNA binding. Muscleblind-like protein 1 (Homo sapiens), Q9NR56. TR-FRET MBNL1-His/biotin-(CUG)12 binding, 665/545 ratio. Potency, µM (series often up to 57.5 µM), for the others: top-dose activity change, negative = inhibition, most hits filed as inhibitors. 280,000 tested, 0.036% active. AID 2675, 2010; active = well fitted inhibition curve with a large enough effect in the signal ratio, with a control signal flat, not every such curve was filed as active; inconclusive = small, poorly fitted or top-dose-only effect, or effect the other way, or a change in a side signal; inactive = no such curve, though single readings can be large or run the other way; the % refers to the signal ratio; note: % is set by controls: 0 for no effect and ±100 for the full control effect
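Compound titration spanned 92 nM–58 uM against the MBNL1-His/biotin-(CUG)12 complex. After 60 min at room temperature with 5 nM streptavidin-XL665 and 0.055 ng/ul terbium anti-His, ratiometric 665/545 nm emission (Ex 340 nm) normalized to controls.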
NPC1 prom act = qHTS Assay for NPC1 Promoter Activators. Huh7 NPC1 promoter luciferase reporter, 24 h. Potency, µM (titrated, usually from 9.22 µM), without a hit: at the top dose activation, hits mostly activators. 320,000 tested, 2.4% active. AID 485313, 2010;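 note: % of control where 0% means no effect; nearly all actives have a fitted effect of over 60% in size; reporter is driven by a mutant NPC1 promoter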
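Huh7 cells stably carrying NPC1 promoter–luciferase, plated in Opti-MEM with 10% FBS for 2 h, were exposed to compound in DMSO for 24 h at 37 °C; luciferase reagent was added for 10 min and luminescence read.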
MLL CXXC-DNA inh = qHTS Fluorescence Polarization Assay for Inhibitors of MLL CXXC domain - DNA interaction. Histone-lysine N-methyltransferase 2A (Homo sapiens), Q03164. MLL-CXXC / FITC-HOXA9 DNA fluorescence polarization. Potency, µM (series often up to 115 µM), for inactives: at the top dose activity change, negative = inhibition, actives largely listed as inhibitors. 290,000 tested, 0.037% active; active = well fitted inhibition curve with a large enough effect in the polarisation, with a control signal flat, not every such curve was filed as active; inconclusive = small, poorly fitted or top-dose-only effect, or effect the other way, or a change in a side signal; inactive = no such curve, though single readings can be large or run the other way; the % refers to the polarisation
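Fluorescence polarization: 7 uM MLL-CXXC (stock) preincubated 5 min with compounds, then 50 nM fluorescein-HOX-A9 DNA (stock) added; 30 min ambient. Buffer 50 mM Tris-HCl pH 7.5, 50 mM NaCl, 1 mM DTT, 0.05% BSA.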
BRCA1 expr act = qHTS Assay to Identify Small Molecule Activators of BRCA1 Expression; MCF7-BRCA1-FFLuc reporter, luminescence, 48 h; response scale: scaled: vehicle 0%, 10 µM genistein 100%; Potency, µM (highest dose often 46.1 µM), without a hit: top-dose activation, hits mostly activators; 380,000 tested, 1.1% active; AID 624202, 2012; note: nearly all actives have a fitted effect of over 80% in size; some results filed as inactive show a strong effect at the top dose
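MCF7-BRCA1-FFLuc, 2000 cells/well; 2 h attach, 37 °C/5% CO2; compound 48 h; luciferase substrate 15 min; luminescence end-point. Norm. to genistein 10 microM max activation and DMSO; concentration-response curves fitted.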
VP16 counter = VP16 counterscreen qHTS for inhibitors of ROR gamma transcriptional activity. 310,000 tested, 3.5% active. Drosophila S2 Gal4-VP16 UAS-luciferase, luminescence, 20 h. Potency, µM (highest dose often 53.6 µM), for inactives: at the top dose activity, negative = inhibition, usual class: inhibitors. AID 2546, 2010;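 note: Gal4-VP16 expression switched on by copper sulfate through the metallothionein promoter; % is set by controls: 0 for no effect and ±100 for the full control effect; nearly all actives have a fitted effect of over 50% in size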
ELG1 genotoxic = qHTS screen for small molecules that induce genotoxicity in human embryonic kidney (HEK293T) cells expressing luciferase-tagged ELG1; HEK293T ELG1-luciferase reporter, luminescence, 16 h; Potency, µM (titrated, usually from 46 µM), for inactives: top-dose activity change, positive = activation, usual class: activators; 330,000 tested, 1.3% active; note: % of control where 0% means no effect; nearly all actives have a fitted effect of over 60% in size
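HEK293T cells expressing luciferase-tagged ELG1 were treated with compound or DMSO for 16 hr at 37°C. Luciferase activity was then read after 30 min with ONE-Glo at room temperature; rising signal flags genetic stress.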
RORgamma inh = qHTS for inhibitors of ROR gamma transcriptional activity | Nuclear receptor ROR-gamma (Mus musculus), P51450 | Drosophila S2 Gal4-RORgamma UAS-luciferase reporter, 20 h | Potency, µM (titrated, usually from 53.6 µM), without a hit: at the top dose activity change, negative = inhibition, actives largely listed as inhibitors | 310,000 tested, 5.4% active; note: % is set by controls: 0 for no effect and ±100 for the full control effect; nearly all actives have a fitted effect of over 60% in size
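Compounds are pin-transferred onto Drosophila Schneider cells expressing a copper-inducible Gal4–ROR gamma transactivation domain fusion. After 1 hr, copper sulfate is added to 700 uM final; luciferase is read 20 hr later.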
p53 reactivation = qHTS assay for re-activators of p53 using a Luc reporter | H1299 p53-A138V BP100-luciferase reporter, luminescence, 24 h | Potency, µM (titrated, usually from 92.2 µM), for inactives: at the highest dose activity change, positive = activation, most hits filed as activators | 320,000 tested, 0.063% active | AID 504706, 2011; note: % of control where 0% means no effect; nearly all actives have a fitted effect of over 45% in size
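H1299 (p53-null), stable ts p53-A138V + BP100-Luc; 1000 cells/well, Opti-MEM/10% FBS; cpd 4 pt, 1:5; 24 h, 37 deg C, 5% CO2; detection reagent 10 min RT; luminescence.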
Rab9 promoter act = qHTS Assay for Rab9 Promoter Activators; Huh7 Rab9 promoter-luciferase reporter, luminescence, 24 h; Potency, µM (doses to about 9.22 µM), for inactives: at the top dose activation, negative = inhibition, most hits filed as activators; 320,000 tested, 2.8% active; AID 485297, 2010; note: % of control where 0% means no effect; nearly all actives have a fitted effect of over 60% in size
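Using Huh7 cells stably transfected with Rab9 promoter–luciferase, compounds were incubated 24 h at 37 °C, 5% CO2; luciferase luminescence was read 10 min after reagent addition.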
Active calls of the source: *; ? = inconclusive; . = not tested or not shown; [ ] = remark or other dose. Unless noted, calls come from the whole dose curve; as a rule, active = well fitted curve in the direction sought with a large enough effect; inconclusive = small, poorly fitted or top-dose-only effect, or another doubt; inactive = no such curve, though single readings can be large; an effect the other way counts as inactive or inconclusive. Potency is the fitted concentration of half-maximal effect.

SMILES | uPA surface inh | FLuc counter | MBNL1 CUG block | NPC1 prom act | MLL CXXC-DNA inh | BRCA1 expr act | VP16 counter | ELG1 genotoxic | RORgamma inh | p53 reactivation | Rab9 promoter act
Cc1nn(-c2ccccc2)c(C)c1NC(=O)COC(=O)CCOc1ccccc1 | -7.5% | 4.4% | . | -9.8% | . | -3.5% | . | 0.5% | . | 1.0% | 0.0%
CCn1c(CN(C)c2ccccc2)nc2ccccc21 | -1.8% | ? | 5.7% | -1.9% | -4.5% | -21.3% | 22.4µM* | -8.0% | 10µM* | 10.6% | 1.2%
COc1ccc(C2CC(c3ccc(F)cc3)Nc3nc(N)nn32)cc1OC (configuration not stated) | 10.9% | -0.2% | 5.5% | -2.5% | -3.9% | -6.3% | ? | -0.2% | -5.8% | 1.2% | 5.2%
COc1ccccc1C(=O)O[C@H]1[C@H](Cc2ccccc2)NS(=O)(=O)[C@H]2C[C@@H]3C=C[C@]12O3 | 15.6% | 4.2% | . | -2.0% | . | 8.3% | . | -1.9% | . | 1.0% | -6.7%
CN(C)S(=O)(=O)c1ccc(C(=O)Nc2ccccn2)cc1 | -5.8% | ? | 3.4% | ? | -2.1% | 14.1µM* | -2.0% | 16.5% | -2.0% | ? | ?
COC(=O)c1cc(S(=O)(=O)NCC2CCN(CCc3cccs3)CC2)cn1C | -5.3% | 2.1% | -11.8% | -4.5% | 14.3% | 8.1% | -28.6% | -0.4% | -3.3% | -4.9% | -3.5%
COc1ccc(NC2CCCN(C(=O)c3cccc(C(F)(F)F)c3)C2)cc1OC (configuration not stated) | -3.1% | 0.9% | 12.2% | 4.3% | ? | 1.3% | ? | -1.3% | -3.8% | -2.1% | -0.3%
COc1ccccc1NC(=O)CCc1c(C)nc2c(-c3ccc(F)cc3)c(C)nn2c1C | 2.0% | 0.4% | -7.0% | -0.9% | -20.2% | -22.8% | -1.2% | -7.2% | 32.8% | 1.1% | 0.2%
Cc1ccccc1N(C(=O)c1snc(C(N)=O)c1N)C(C(=O)NCc1ccccc1)c1ccc(O)cc1 (configuration not stated) | 10.6% | -0.1% | ? | -0.1% | -0.3% | -97.7%[inhibitor] | -2.9% | -15.2% | 22.5% | -4.3% | 0.1%
Cc1cc(C)c2c(NC(=O)C3CC3)nn(C)c2n1 | 0.0% | 4.2% | -2.6% | -5.5% | 1.0% | 0.0% | 1.0% | 0.4% | 10.5% | 0.8% | -2.5%
CCn1ncc(C2=NOC(C(=O)Nc3cc(OC)c(Cl)cc3OC)C2)c1C (configuration not stated) | . | 0.9% | -7.7% | -15.9% | -4.9% | -26.4% | 1.8% | 6.7% | -20.6% | -2.4% | -3.5%
NC(=O)C1CCN(C(=O)CCc2nc3sc4c(c3c(=O)[nH]2)CCCC4)CC1 | 10.1% | 2.0% | . | -2.3% | . | -6.0% | . | -0.3% | . | 7.4% | -3.0%
O=C(O)c1ccc(-n2nc(C(F)(F)F)cc2-c2cccs2)cc1 | -2.6% | -1.7% | 2.6% | 2.7% | 28.1% | 8.3% | -10.1% | -0.4% | -5.8% | -8.0% | -4.5%
CN(/N=C/c1ccncc1)c1cnn(-c2ccc(F)c(Cl)c2)c(=O)c1Cl | -0.6% | -0.3% | 2.8% | -4.2% | 20.0% | -2.9%[1.84 µM] | 2.0% | 0.9% | 1.0% | ? | -3.2%
COC(CNC(=O)c1ccc2c(c1)nc(C)n2-c1cc(C)cc(C)c1)OC | -1.6% | 0.7% | 0.3% | -3.5% | -8.1% | -3.1% | 3.6% | -0.9% | -13.9% | -11.5% | -8.8%
Cc1ccc(S(=O)(=O)Nc2ccc(O)c(Sc3ncn[nH]3)c2)cc1 | 3.2% | -3.0% | -14.1% | -0.7% | 6.2% | -16.5% | 5.7% | -0.9% | -1.9% | 9.9% | -1.2%
CC(C)n1cnc2cc(NCc3ccccc3O)ccc21 | 0.9% | 21.3µM* | -5.2% | 19.0% | 17.8% | 33.1% | 5.9% | 15.0% | -43.0% | 8.7% | ?
CC(C)c1nnc(SCC(=O)Nc2ccc3c(c2)OCO3)n1C | 3.7% | 4.5% | 0.6% | -3.8% | 5.1% | 5.3% | -9.7% | -3.0% | -10.1% | -5.1% | -4.8%
Cc1ccc2nc(SCC(=O)c3c(C)[nH]c4ccccc34)[nH]c2c1 | 4.8% | ? | ? | -0.6% | 20.7% | -40.6% | -6.2% | -1.2% | -4.9% | -10.1% | 1.6%
O=C(CC1SC(=Nc2ccccc2)N(CCO)C1=O)Nc1ccccc1 (configuration not stated) | -0.2% | -0.5% | -15.3% | 0.2% | -7.7% | -15.9% | -0.6% | -2.8% | -1.0% | -3.4% | -11.1%
Fc1ccc(CSc2ccc(-c3ccco3)nn2)cc1 | -2.6% | 4.78µM* | 11.3% | 3.16µM* | 1.7% | 7.08µM* | ? | ? | 20.0% | ? | 3.16µM*
O=C(COC(=O)[C@@H]1CCCN1S(=O)(=O)c1ccccc1F)Nc1ccc(OC(F)F)cc1 | -0.7% | -6.1% | -3.8% | -8.1% | 3.4% | 14.6% | 3.0% | 3.4% | 7.5% | -5.3% | -2.2%
COc1cccc(NS(=O)(=O)c2cn(C)c(=O)n(C)c2=O)c1 | -3.6% | -2.2% | -1.5% | -1.1% | -4.3% | 19.1% | -7.6% | -8.2% | 19.4% | 4.0% | -4.4%
O=[N+]([O-])c1cc(C(F)(F)F)cc([N+](=O)[O-])c1NCCNC(=S)Nc1ccc(Cl)c(Cl)c1 | -16.4% | -0.4% | 8.2% | -1.8% | 4.0% | -49.0% | ? | -3.9% | ? | -12.3% | -7.3%
COc1ccc(CNCc2c(C(=O)N(C)C)nc3ccc(Cl)cn23)c(OC)c1 | -2.6% | -3.2% | 1.9% | -9.9% | -2.2% | 17.1% | -3.5% | -6.9% | -3.3% | -3.2% | -5.2%
CN(C)C(=S)Nc1ccc(Br)c(Cl)c1 | -0.3% | 1.9% | . | -0.1% | 1.1% | -15.9% | 21.4% | -1.3% | ? | -0.2% | 0.1%
Cc1ccc(/C=C2\SC(=S)N(CCCC(=O)Nc3cccc(C(=O)O)c3)C2=O)cc1 | -3.5% | 2.6% | 0.1% | 2.8% | 44.0%[activator] | -57.6% | -21.8% | 9.3% | ? | 4.1% | 15.3%
O=C(NCc1ccc2c(c1)OCO2)C1CCCN(S(=O)(=O)c2cccc3cccnc23)C1 (configuration not stated) | 3.3% | 0.8% | -3.9% | -0.1% | 4.0% | -2.8% | -8.0% | -24.4% | 30.2% | -1.1% | -5.1%
COc1ccc(C(C(=O)NC2CCCC2)N(C(=O)c2snc(C(N)=O)c2N)c2cccc(O)c2)cc1 (configuration not stated) | 1.6% | -11.1% | 10.0% | 11.6% | -5.2% | 0.2% | 9.3% | -2.0% | 12.7% | 9.0% | 14.6%
Cc1cc(C(=O)N2CCCC(C(=O)c3cccc(C(F)(F)F)c3)C2)n[nH]1 (configuration not stated) | 19.7% | -3.0% | -7.6% | 1.4% | -1.2% | 3.9% | 6.0% | 0.1% | 47.3% | 13.6% | 12.3%
O=C(O)C1CCC(NSc2ccccc2[N+](=O)[O-])CC1 (configuration not stated) | -14.5% | 1.2% | 11.5% | 2.2% | -1.1% | -22.4% | -11.1% | -4.5% | -23.3% | 11.2% | -4.4%
CCCCCCOc1ccc(N2C(=O)CC(NCc3ccc(S(N)(=O)=O)cc3)C2=O)cc1 (configuration not stated) | -9.8% | -1.3% | -11.3% | -3.6% | -0.6% | -3.1% | -6.2% | -3.3% | -1.3% | 0.6% | -2.7%
O=C(CC1C(=O)NCCN1Cc1ccc(Cl)c(F)c1)NC1CCCCC1 (configuration not stated) | -13.3% | -1.1% | 3.9% | 5.0% | 8.1% | -15.5% | 1.8% | 4.5% | 11.1% | 12.7% | -0.4%
Cc1cccc(N2CCN(C(=O)c3c(Cl)cnn3C)CC2)c1C | 1.4% | -0.2% | 10.1% | -7.3% | -9.0% | -38.4% | -9.4% | -14.5% | 17.4% | -12.0% | 1.4%

Bioassay records as filed in PubChem BioAssay.

These rows are one share of the data. The share of hits here may be higher or lower than overall.
